# Screening results (PubChem BioAssay)
# IEC-6 cytotox – IEC-6 cytotoxicity, counter-screen for KLF5 inhibitors; luminescence viability; hit rate 0.78% among 290,000; inhibition, % at 5 µM; AID 1825; in the data active = inhibition above about 22%;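 note: 0% = plate median of test compound wells and 100% = cytotoxic reference compound wells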
# HSP90 refold inh – inhibitors of HSP90 luciferase refolding in rabbit reticulocyte lysate. luciferase refolding luminescence, 3 h. inhibition, % at 5.6 µM. hit rate 0.91% among 290,000;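 active = inhibition above the screen-wide mean plus 3 SD, computed separately per campaign, cut at about 16% in these data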;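 note: 0% = DMSO wells and 100% = 60 µM geldanamycin wells; inhibitors lower the luminescence because luciferase stays unfolded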
# AI-2 QS mod – Vibrio harveyi AI-2 quorum sensing modulation | activity change, % at 7.5 µM | AID 2094 | hit rate 0.4% among 300,000 | Vibrio harveyi JMH597 AI-2 luminescence/OD600 ratio, 9 h; active compounds read low; strain lacks LuxN and CqsS sensors; 0 = neutral-control median; in the data active = activity change below about -75%, passing the limit was not always enough;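 note: luminescence divided by OD600 gain over 9 h not by final OD600 alone; inactives centre near 13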
# GSK3 alpha inh – blocks human GSK-3 alpha kinase; P49840; inhibition, % at 10 µM; hit rate 0.1% among 320,000; AID 2650; ADP-Glo luminescence, 60 min;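 in the data active = inhibition above about 50%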;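 note: GST-tagged GSK-3 alpha with peptide substrate and 25 µM ATP; 0% = DMSO neutral wells and 100% = GW8510 positive control wells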
# Target sequence (P49840 whole entry, looked up): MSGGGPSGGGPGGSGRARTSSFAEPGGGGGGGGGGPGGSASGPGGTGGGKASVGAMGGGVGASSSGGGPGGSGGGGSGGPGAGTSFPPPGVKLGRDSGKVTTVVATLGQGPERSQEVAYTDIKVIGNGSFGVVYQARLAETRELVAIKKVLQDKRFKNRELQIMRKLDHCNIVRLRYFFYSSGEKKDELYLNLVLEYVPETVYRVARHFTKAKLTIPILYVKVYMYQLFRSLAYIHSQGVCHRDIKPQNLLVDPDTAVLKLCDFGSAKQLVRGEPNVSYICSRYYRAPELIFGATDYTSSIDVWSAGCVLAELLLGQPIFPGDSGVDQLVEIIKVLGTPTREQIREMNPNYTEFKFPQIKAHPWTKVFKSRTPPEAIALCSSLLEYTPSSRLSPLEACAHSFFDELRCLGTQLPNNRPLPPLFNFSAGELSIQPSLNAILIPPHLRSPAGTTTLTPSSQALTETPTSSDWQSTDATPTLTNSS
# KLF5 inhibitor – inhibitors of KLF5 expression | DLD-1 KLF5 promoter-luciferase reporter, luminescence | inhibition, % at 5 µM | hit rate 0.23% among 290,000 | AID 1700;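 active = inhibition above a per-plate limit of that plate's mean compound inhibition plus 3 SD, cut at about 60% in these data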;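 note: 0% = DMSO wells and 100% = LY294002 at 200 µM; higher means less KLF5 promoter-driven luciferase light; inactives centre near -14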
# GSK3B inh – inhibitors of human GSK3beta kinase; P49841; GST-GSK3beta kinase, ADP-Glo luminescence, 60 min; active compounds read low; activity score (negative = inhibition), % at 10 µM; hit rate 0.038% among 300,000;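 active = more than half of replicate wells score below -50%, meaning over 50% inhibition versus plate controls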;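 note: 0% = median DMSO wells and -100% = median GW8510 positive control wells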
# Target sequence (P49841 whole entry, looked up): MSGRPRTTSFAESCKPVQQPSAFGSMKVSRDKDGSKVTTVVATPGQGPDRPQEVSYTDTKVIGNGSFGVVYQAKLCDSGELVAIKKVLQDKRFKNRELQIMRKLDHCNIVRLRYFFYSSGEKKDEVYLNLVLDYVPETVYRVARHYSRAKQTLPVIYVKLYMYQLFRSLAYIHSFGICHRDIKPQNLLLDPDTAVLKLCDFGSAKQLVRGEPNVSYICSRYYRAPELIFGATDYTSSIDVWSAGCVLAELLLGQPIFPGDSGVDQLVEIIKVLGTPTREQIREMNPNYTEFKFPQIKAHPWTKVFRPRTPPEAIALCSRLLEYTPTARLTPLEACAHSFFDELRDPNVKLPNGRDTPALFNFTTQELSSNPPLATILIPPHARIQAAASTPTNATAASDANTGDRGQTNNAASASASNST
#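 Assay system: GST-fused GSK3beta enzyme, cell-free / Medium: Tris pH 7.5 buffer with MgCl2, DTT, BSA, heparin / Also added: peptide substrate plus 25 µM ATP (final) / Compound: 10 µM single point / Timing: kinase reaction with compound 60 min at room temperature / Detection: ADP-Glo luminescence / Benchmarks: DMSO neutral wells and GW8510 at 20 µM as positive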
# aSyn 5UTR inh – MLPCN primary screen, SNCA 5' untranslated region | alpha-synuclein 5'UTR reporter, inhibitor activity | inhibition, % (tested at 7.5 µM) | hit rate 0.82% among 300,000 | AID 1813; in the data active = inhibition above about 60%;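 note: H4 neuroglioblastoma cells stably carrying SNCA 5'UTR luciferase fusion; 0% = DMSO wells and 100% = positive control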
# PolyA inh – inhibitors of polyadenylation in S. cerevisiae; S. cerevisiae SKY197-pL101 polyadenylation reporter, beta-gal luminescence; efflux-impaired pdr1/pdr3 knockout yeast; score 100 = 6 SD above DMSO; calls only at 12 µM; hit rate 0.02% among 300,000; AID 1875;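 active = lowest replicate activity score at least 50, where 100 means six control SD above control mean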;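 note: yeast exposed to compound for 9 h at 30 °C; higher score means more reporter readthrough which indicates perturbed polyadenylation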
# HSF1 activator – increases HSF-1 driven luciferase reporter signal | NIH3T3-HGL HSF-1 luciferase reporter, MG132, 8 h; 100% = twice DMSO control signal | activation, % at 9 µM | hit rate 1.7% among 300,000;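 active = mean replicate activation of at least 50% with a set share of replicates each reaching 50%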;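 note: 0% = median of the neutral control wells and 100% = twice that signal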
# HSF1 inh – HSF1 inhibition; NIH3T3-HGL HSE-luciferase, MG132-induced, luminescence 8 h; active compounds read low; activity change, negative = inhibition, % at 7.5 µM (by protocol); hit rate 0.77% among 300,000; AID 2098;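 active = more than half of replicate wells show activity change below -50%, luminescence cut by over half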;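 note: luciferase reports HSF-1 transcriptional activity via heat shock element; 0% = median of DMSO wells and -100% = zero luminescence signal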
# Numbers without * were called inactive; i = inactive; . = not tested or not shown. Only part of the results is shown; rates above refer to the full screens.
SMILES,IEC-6 cytotox,HSP90 refold inh,AI-2 QS mod,GSK3 alpha inh,KLF5 inhibitor,GSK3B inh,aSyn 5UTR inh,PolyA inh,HSF1 activator,HSF1 inh
CCC(=O)Nc1sc2c(c1C#N)CC(C)(C)NC2(C)C,-3,5,19,2,-6,1,30,i,-14,-6
CCc1ccc(N2C(=O)C3C4C=CC(CC4)C3C2=O)cc1 (stereo unspecified),3,0,14,-1,-37,0,-47,i,17,11
COc1cc(S(=O)(=O)N(Cc2ccccn2)Cc2ccccc2Cl)ccc1-n1cnnn1,3,1,26,-1,4,1,11,i,6,-2
O=C(COC(=O)c1cc(=O)[nH]c(=O)[nH]1)Nc1cccc(S(=O)(=O)N2CCCCC2)c1,1,-1,19,-2,-20,-1,6,i,-5,-6
COc1ccc(CCNC(=O)C(=O)NCCC2CCCCN2S(=O)(=O)c2cccs2)cc1 (stereo unspecified),.,.,15,-1,.,2,-2,i,10,0
Cc1ccc2c(c1)NC(=O)c1cccnc1N2,-6,-6,16,0,-125,-1,-140,i,31,17
CCOc1ccccc1C(=O)OCC(=O)Nc1nnc(-c2ccccc2)o1,.,.,62,.,.,12,17,i,-6,0
CCOc1ccc(NC(=NCc2ccc3c(c2)OCO3)SC2CC(=O)N(c3ccc(OCC)cc3)C2=O)cc1 (stereo unspecified),2,0,16,-2,-31,1,29,i,11,-2
COc1cc(OC)cc(C(=O)NCCNC(=O)c2ccccc2)c1,2,2,18,3,-11,-1,-5,i,28,13
O=C(CSc1ccc(F)cc1)Nc1ccccc1N1CCOCC1,4,2,21,1,-17,1,11,i,24,10
COc1cccc(OC)c1C(=O)OCC(=O)NCCCc1ccccc1,-1,-2,0,-3,-9,3,-17,i,-3,-2
Cc1cccn2c(=O)c(/C=C(\C#N)C(=O)NCc3ccco3)c(N3CCC(C(N)=O)CC3)nc12,1,2,1,0,-20,-3,-9,i,21,2
CC(=O)c1ccc(NC(=S)NC(C)c2ccc(Cl)cc2Cl)cc1 (stereo unspecified),4,6,21,-1,6,0,-15,i,22,16
Cc1ccc(S(=O)(=O)Nc2cccnc2Oc2ccc(Cl)cc2)cc1,-3,5,19,-5,-4,4,-6,i,3,-4
CC(=O)N1c2ccc(S(=O)(=O)NCCC(=O)NCCc3ccc(C)cc3)cc2CC1C (stereo unspecified),-2,-5,27,-1,-7,1,16,i,-49,-38
O=C(NCc1ccco1)c1cnn2c(C(F)(F)F)cc(-c3ccccc3)nc12,-3,-4,24,-2,-12,1,0,i,9,11
CCCN(Cc1cc2cc(C)ccc2[nH]c1=O)C(=O)c1cccc([N+](=O)[O-])c1,3,3,11,.,-17,-2,7,i,-1,12
CN1CCS/C1=C/C=C1\SC(=S)N(CC(=O)O)C1=O,6,1,-5,1,-8,0,-15,i,-25,-5
Cc1ccc(-c2csc(NC(=O)c3ccc([N+](=O)[O-])o3)n2)cc1,100*,5,-158*,-2,-35,-1,-234,i,65*,38
COCCCN1CC23C=CC(O2)C(C(=O)OC)C3C1=O (stereo unspecified),-3,0,-12,-2,14,1,-11,i,-40,-28

# 4 entries from above, reformatted.
SMILES | IEC-6 cytotox | HSP90 refold inh | AI-2 QS mod | GSK3 alpha inh | KLF5 inhibitor | GSK3B inh | aSyn 5UTR inh | PolyA inh | HSF1 activator | HSF1 inh
O=C(COC(=O)c1cc(=O)[nH]c(=O)[nH]1)Nc1cccc(S(=O)(=O)N2CCCCC2)c1 | 1 | -1 | 19 | -2 | -20 | -1 | 6 | i | -5 | -6
COc1ccc(CCNC(=O)C(=O)NCCC2CCCCN2S(=O)(=O)c2cccs2)cc1 (stereo unspecified) | . | . | 15 | -1 | . | 2 | -2 | i | 10 | 0
Cc1ccc(-c2csc(NC(=O)c3ccc([N+](=O)[O-])o3)n2)cc1 | 100* | 5 | -158* | -2 | -35 | -1 | -234 | i | 65* | 38
CC(=O)c1ccc(NC(=S)NC(C)c2ccc(Cl)cc2Cl)cc1 (stereo unspecified) | 4 | 6 | 21 | -1 | 6 | 0 | -15 | i | 22 | 16

# Single records, as listed above. Order of values: IEC-6 cytotox | HSP90 refold inh | AI-2 QS mod | GSK3 alpha inh | KLF5 inhibitor | GSK3B inh | aSyn 5UTR inh | PolyA inh | HSF1 activator | HSF1 inh
# Shown for CCOc1ccc(NC(=NCc2ccc3c(c2)OCO3)SC2CC(=O)N(c3ccc(OCC)cc3)C2=O)cc1 (stereo unspecified) : 2 | 0 | 16 | -2 | -31 | 1 | 29 | i | 11 | -2
# Shown for CC(=O)c1ccc(NC(=S)NC(C)c2ccc(Cl)cc2Cl)cc1 (stereo unspecified) : 4 | 6 | 21 | -1 | 6 | 0 | -15 | i | 22 | 16

# Going on with the list.
SMILES,IEC-6 cytotox,HSP90 refold inh,AI-2 QS mod,GSK3 alpha inh,KLF5 inhibitor,GSK3B inh,aSyn 5UTR inh,PolyA inh,HSF1 activator,HSF1 inh
Cc1cccc[n+]1CC(=O)Nc1ccccc1,4,1,-5,2,-19,-3,16,i,-6,-5
O=C(Nc1ccc(Oc2ccc(NC(=O)Nc3ccc([N+](=O)[O-])cc3)cc2)cc1)Nc1ccc([N+](=O)[O-])cc1,3,3,14,1,-13,1,91*,i,2,-6
CCn1c2ccccc2c2cc(NC(=O)CSc3nnc(-c4ccc(OC)cc4)n3N)ccc21,2,1,-1,0,-15,0,-13,i,46,20
O=C(Cc1ccc(Br)cc1)Nc1ccc(S(=O)(=O)N2CCCC2)cc1,5,0,-96*,3,4,2,28,i,3,3
CCOc1ccc2nc(N/C(N)=N/C(=S)Nc3ccc(C)c(C)c3)nc(C)c2c1,-3,0,12,-2,-4,1,15,i,19,2
CN(Cc1ccccc1)/C(=N/O)c1cccc(Cl)c1,-3,0,1,-2,-4,-3,-15,i,6,-2
CC(C)(C)c1cc(NC(=O)CSc2nnc(NCc3ccccc3)s2)n(-c2ccccc2)n1,2,-5,1,-1,-13,2,21,i,-11,6
O=C(COC(=O)C1(c2ccc(F)cc2)CCCC1)NCc1ccc2c(c1)OCO2,-2,2,11,2,-21,0,14,i,30,3
COc1ccc(Br)cc1S(=O)(=O)n1ccnc1C,5,3,12,3,-2,-10,4,i,-10,-9
Cc1ccc(C(=O)CSc2nc3ccccc3c(=O)[nH]2)cc1,14,7,17,1,-58,1,2,i,14,12
CC1(C(=O)OCC(=O)Nc2ccccc2Cl)CC1(Cl)Cl (stereo unspecified),-2,0,16,0,-26,2,3,i,16,5
O=C(NC1CC1)C1CCN(c2nc3ccccc3s2)CC1,-5,2,15,0,-105,-1,-86,i,29,14
CC(C)c1nnc(SCC(=O)NC2CCCCC2)n1C,-6,4,29,-1,-10,1,5,i,2,-11
COC(=O)C1C(=O)C2=C(CC1C)NC(=O)CC2c1ccc(F)cc1 (stereo unspecified),-2,3,16,0,-9,0,19,i,-10,-1
CCn1nnc2c(=O)oc3ccccc3c21,0,2,32,1,-1,-4,3,i,24,2
O=c1[nH]cnc2sc3c(c12)CCN(Cc1ccccc1)C3,-13,0,8,10,-8,0,4,i,-2,-11
CC(=O)c1ccc(OCC(=O)c2ccc(-c3ccccc3)cc2)cc1,-1,4,8,-1,-38,-13,27,i,-7,-3
COc1cccc(CC(=O)n2nc(N)c3cc4ccc(OC)cc4nc32)c1,-2,-2,13,16,-22,2,41,i,19,9
Cc1cc([N+](=O)[O-])nn1Cc1ccc(F)cc1,-7,1,-4,.,-29,5,-33,i,4,1
CCOc1ccc2c(c1)[nH]c(=S)n2C,-2,-1,33,1,-15,0,4,i,-6,-2

# Only AI-2 QS mod, GSK3B inh and HSF1 inh, for some of the entries so far:
SMILES | AI-2 QS mod | GSK3B inh | HSF1 inh
COc1ccc(Br)cc1S(=O)(=O)n1ccnc1C | 12 | -10 | -9
CC1(C(=O)OCC(=O)Nc2ccccc2Cl)CC1(Cl)Cl (stereo unspecified) | 16 | 2 | 5
O=C(COC(=O)C1(c2ccc(F)cc2)CCCC1)NCc1ccc2c(c1)OCO2 | 11 | 0 | 3
O=C(Cc1ccc(Br)cc1)Nc1ccc(S(=O)(=O)N2CCCC2)cc1 | -96* | 2 | 3

# The list continues.
SMILES,IEC-6 cytotox,HSP90 refold inh,AI-2 QS mod,GSK3 alpha inh,KLF5 inhibitor,GSK3B inh,aSyn 5UTR inh,PolyA inh,HSF1 activator,HSF1 inh
COC(=O)Cc1ccc(NC(=O)c2ccc(C(C)(C)C)cc2)cc1,5,13,21,-1,40,3,124*,i,-45,-36
CCN(CC)C(=O)Cn1c(=O)n(-c2ccccc2)c(=O)c2sccc21,-1,1,20,0,-15,-1,-7,i,-11,-9
O=C(c1cccc(C(F)(F)F)c1)C1CCCN(Cc2ccc(OCCO)cc2)C1 (stereo unspecified),-5,1,-2,-1,-4,-4,2,i,0,1
CCCCNC(=S)Nc1ccc(F)cc1,-4,-1,-7,-5,10,5,-5,i,-19,-3
Cc1nn(C)cc1S(=O)(=O)Nc1cccc(Cl)c1,-1,-2,25,1,-4,-1,26,i,-14,-2
Cn1cnnc1SCc1ccc(C(=O)N=Nc2c(O)n(C)c3ccccc23)cc1,1,-1,3,-1,-34,1,-10,i,.,.
C=CCn1c(SC(C)C(=O)NC2(C#N)CCCCC2)nnc1-c1ccc(OC)cc1 (stereo unspecified),-2,-2,-15,0,-11,0,15,i,24,9
O=C(NCc1cccc(C(F)(F)F)c1)c1ccc[nH]1,3,-3,15,0,-15,1,12,i,-2,-3
CCCOc1ccccc1OCC(=O)Nc1ccc(S(=O)(=O)N2CCCC2)cc1,.,.,0,-2,.,4,4,i,-7,2
CC(C)n1cc(CN2CCC(C(=O)Nc3cccc(-c4cscn4)c3)CC2)cn1,1,2,20,.,-37,1,10,i,-14,-8
C=CCn1c(O)c(N=O)c2ccccc21,4,4,19,1,20,0,2,i,-5,7
O=C(CSc1nc(-c2ccccc2Cl)ns1)c1ccc(Cl)cc1,7,1,33,-2,-19,3,0,i,18,-5
CC1=CC2(O)OCCN(CCO)C2=CC1=O (stereo unspecified),-8,2,3,5,3,3,18,i,12,-1
O=C(c1ccccc1)c1ccc(CN2C(=O)c3ccccc3C2=O)o1,2,-2,-59,-2,-9,0,13,i,0,9
COc1ccc(-c2nc(-c3ccccc3)c(-c3cc([N+](=O)[O-])ccc3C)[nH]2)cc1O,2,2,26,.,-27,0,4,i,17,9
O=C(O)C1CCCN(S(=O)(=O)c2ccc3c(c2)OCCO3)C1 (stereo unspecified),3,6,3,-2,-7,-2,-15,i,0,3
Cc1ccc(C(c2nnnn2Cc2cccs2)N2CCN(Cc3ccc4c(c3)OCO4)CC2)cc1 (stereo unspecified),2,0,11,-3,-15,1,-5,i,-2,-3

# Quoted from the listing:
# aSyn 5UTR inh with O=C(NCc1cccc(C(F)(F)F)c1)c1ccc[nH]1 reads 12
# KLF5 inhibitor with Cc1ccc(C(=O)CSc2nc3ccccc3c(=O)[nH]2)cc1 reads -58
